Source: PubChem
NadD inh: inhibitors of S. aureus NadD, primary screen, biochemical, colorimetric, uHTS. Nicotinate-nucleotide adenylyltransferase NadD (Staphylococcus aureus N315). purified NadD enzyme, colorimetric absorbance read-out. inhibition, % at 20 µM. hit rate 0.78% among 360,000. AID 602399, 2012; in the data active = inhibition above about 26%; note: some compounds past the cut are filed as inactive
CSN deneddyl inh: inhibitors of CSN-mediated cullin deneddylation, primary screen, biochemical, fluorescence polarization, uHTS. COP9 signalosome complex subunit 5 (Homo sapiens), Q92905. Purified CSN, SCF-Nedd8-OG deneddylation. inhibition, % at 12.5 µM. hit rate 0.38% among 360,000. AID 651999, 2013;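 active = pattern-corrected inhibition above about 35%, with an unprinted fluorescence ratio check between 0.5 and 1.5, limit read from the data, passing the limit was not always enough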;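 note: 0% = enzyme with substrate and 100% = substrate without enzyme; some results filed as inactive read as strong as hits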
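Test system: Human Csn5 produced in HEK293T cells | Compound: 12.5 µM single point | Times: 90 min, room temperature | Signal: Fluorescence polarization readout | Read-out basis: % inhibition of substrate cleavage by Csn5 | Controls: no-enzyme wells high, enzyme-with-substrate wells low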
Rpn11 inh: Rpn11 (PSMD14) deubiquitinase inhibitors, primary screen, biochemical, fluorescence polarization, uHTS; calls only at 20 µM; 26S proteasome non-ATPase regulatory subunit 14 (Homo sapiens), O00487; human 26S proteasome, Ub4-pepOG fluorescence polarization; 20S core pre-blocked with epoxomicin; hit rate 0.59% among 360,000;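 active = inhibition at 20 µM, scaled to each plate's controls, above about 33%, limit read from the data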
Scp-1 inhibitor: Scp-1 phosphatase inhibitors, primary screen, biochemical, colorimetric, uHTS; Carboxy-terminal domain RNA polymerase II polypeptide A small phosphatase 1 (Homo …; inhibition, % at 20 µM; AID 493091, 2011; hit rate 0.88% among 340,000; Recombinant Scp1, phosphopeptide, malachite green phosphate absorbance;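 active = inhibition above about 50% at 20 µM, limit read from the data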;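 note: plate controls were DMSO wells with enzyme for no effect and wells lacking enzyme for full effect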
Target sequence (Q9GZU7 76-261 limits assumed): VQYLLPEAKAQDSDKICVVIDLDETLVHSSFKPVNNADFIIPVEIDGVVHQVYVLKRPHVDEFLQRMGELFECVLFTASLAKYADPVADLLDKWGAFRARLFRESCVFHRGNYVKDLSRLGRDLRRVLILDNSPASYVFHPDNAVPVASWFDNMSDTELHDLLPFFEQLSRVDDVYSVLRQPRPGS
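Assay system: SCP-1 catalytic fragment, aa 76-261 | Buffer or medium: Tris acetate buffer pH 5.5 with MgCl2 and Tween-20 | Compound: One concentration, 20 µM, with 1.0% DMSO | Also added: Phospho 17-mer peptide substrate | Signal: Absorbance at 630 nm | Incubation: 45 min enzyme reaction at room temperature | Measure: % inhibition of SCP-1 phosphate liberation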
LMPTP block: LMPTP phosphatase inhibitors, primary screen, biochemical, fluorescence intensity, uHTS; Low molecular weight phosphotyrosine protein phosphatase (Homo sapiens), P24666; recombinant LMPTP-A, OMFP fluorogenic substrate; inhibition, % at 20 µM; hit rate 0.22% among 360,000; AID 651560, 2012;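 active = compounds that cut the enzyme signal by at least half of the control window in the single-dose screen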;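 note: plate controls were DMSO wells with enzyme plus substrate for no effect and substrate without enzyme for full effect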
Target sequence (P24666 whole entry, looked up): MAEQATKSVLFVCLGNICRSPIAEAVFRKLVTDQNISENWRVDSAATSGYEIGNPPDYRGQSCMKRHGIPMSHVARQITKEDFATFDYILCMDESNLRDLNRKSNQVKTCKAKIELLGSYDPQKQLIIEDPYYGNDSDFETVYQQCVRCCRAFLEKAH
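Assay system: LMPTP-A, protein tyrosine phosphatase of low molecular weight / Medium: pH 6.0 Bis-Tris buffer with DTT and Triton X-100 / Schedule: 50 min enzyme reaction at room temperature, protected from light / Measured by: endpoint fluorescence intensity from OMFP dephosphorylation / Read-out basis: % inhibition relative to no-enzyme and uninhibited control wells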
PABP1 MLLE inh: inhibitors of PABP1 MLLE–PAM2 peptide binding, primary screen, biochemical, fluorescence polarization, FITC-PAM2, GST-MLLE; inhibition, % at 20 µM; hit rate 0.36% among 360,000; AID 588489, 2011; in the data active = inhibition above about 35%, passing the limit was not always enough;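 note: plate controls were DMSO wells with GST-MLLE for no effect and wells lacking GST-MLLE protein for full effect; some results filed as inactive read as strong as hits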
TbMetRS inhib: T. brucei MetRS inhibitors, primary screen, biochemical, luminescence; purified T. brucei MetRS, ATP depletion, Kinase-Glo luminescence; inhibition, % at 11.9 µM; hit rate 0.4% among 360,000; methionyl-tRNA synthetase (Trypanosoma brucei brucei); AID 624268, 2012;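 active = inhibition above a per-plate cutoff of the control wells' mean inhibition plus 3 SD, cut at about 5.5% in these data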;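 note: 0% = DMSO wells median and 100% = median of wells with control inhibitor compound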
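System: purified T. brucei MetRS enzyme / Detection: Kinase-Glo luciferase luminescence reporting remaining unconsumed ATP / Medium: HEPES buffer with MgCl2, KCl, DTT, spermine, BSA, pyrophosphatase / Replication: singlicate, one well per compound / Evaluation: percent inhibition relative to median high and low control wells / Schedule: 2 h aminoacylation at 25 °C after 15 min preincubation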
STEP block: STEP phosphatase inhibitors, primary screen, biochemical, fluorescence intensity, uHTS | Tyrosine-protein phosphatase non-receptor type 5 (Homo sapiens), P54829 | recombinant STEP, OMFP fluorogenic substrate | inhibition, % at 20 µM | hit rate 0.25% among 360,000;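 active = inhibition at 20 µM, scaled per plate between control wells, above about 37%, limit read from the data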;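 note: 0% = DMSO with enzyme and substrate and 100% = substrate only without enzyme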
Target sequence (P54829 whole entry, looked up): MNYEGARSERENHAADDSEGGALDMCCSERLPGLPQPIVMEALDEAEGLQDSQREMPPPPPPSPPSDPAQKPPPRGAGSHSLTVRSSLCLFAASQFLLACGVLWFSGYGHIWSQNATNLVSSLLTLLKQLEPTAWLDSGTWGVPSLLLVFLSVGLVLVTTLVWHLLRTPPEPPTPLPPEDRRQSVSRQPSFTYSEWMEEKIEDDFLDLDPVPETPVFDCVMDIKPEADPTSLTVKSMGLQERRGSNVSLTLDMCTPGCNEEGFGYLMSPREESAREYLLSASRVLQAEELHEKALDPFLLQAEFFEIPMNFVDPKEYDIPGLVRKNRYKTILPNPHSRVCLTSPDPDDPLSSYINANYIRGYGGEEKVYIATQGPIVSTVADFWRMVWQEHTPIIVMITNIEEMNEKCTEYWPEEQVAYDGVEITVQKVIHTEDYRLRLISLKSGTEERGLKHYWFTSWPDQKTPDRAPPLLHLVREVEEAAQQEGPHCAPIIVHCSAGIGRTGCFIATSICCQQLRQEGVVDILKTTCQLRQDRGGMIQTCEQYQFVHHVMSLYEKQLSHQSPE
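System: STEP phosphatase, cell-free reaction; Buffer or medium: Bis-Tris pH 6.0 buffer with DTT, detergent; Incubation: 20 min at room temperature, dark; Measured by: fluorescence, 480/540 nm.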
SUMO1-SIM PPI: modulators of SUMO1 protein-protein interactions, primary screen, biochemical, uHTS. hit rate 0.33% among 360,000. inhibition, % at 20 µM. SUMO1 binding to a labelled peptide, TR-FRET, 1 h. AID 602429, 2012. Small ubiquitin-related modifier 1 (Homo sapiens), P63165; in the data active = inhibition above about 37%
Target sequence (P63165 whole entry, looked up): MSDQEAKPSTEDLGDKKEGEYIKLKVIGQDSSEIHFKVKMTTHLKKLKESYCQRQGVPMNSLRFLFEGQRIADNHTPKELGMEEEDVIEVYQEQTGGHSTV
DNMT1 inh: human DNMT1 methyltransferase inhibitors, primary screen, biochemical, molecular beacon, fluorescence, HinP1I cleavage, uHTS; inhibition (reported as % activation of signal), % at 10 µM; DNA (cytosine-5)-methyltransferase 1 (Homo sapiens), P26358; hit rate 0.83% among 360,000; AID 588458, 2011; in the data active = inhibition above about 50%
An asterisk follows results filed as active; i = inactive; / = not tested or not shown; + = active, no number. Outcome played no part in choosing rows; overall some 3.6% were active at least once.

entry	Scp-1 inhibitor	CSN deneddyl inh	Rpn11 inh	STEP block	DNMT1 inh	SUMO1-SIM PPI	NadD inh	PABP1 MLLE inh	LMPTP block	TbMetRS inhib	SMILES
1	-7	5	i	3	-2	-1	1	-15	-0.4	-0.5	CCOC(=O)C1=NN(C(=O)c2ccc(OC)cc2)C(O)(c2ccc(Cl)cc2)C1 (stereo not drawn)
2	37	-1	i	4	1	-14	-3	5	0.9	-0.3	COc1ccc(NC(=O)C2CCCN(S(=O)(=O)c3cccc4nonc34)C2)c(OC)c1 (stereo not drawn)
3	-3	5	i	3	1	-4	0	3	0.3	-0.8	CCOc1ccc(OCC)c(S(=O)(=O)NCc2cccnc2)c1
4	-9	6	i	2	-6	-2	-7	-20	3.6	-0.3	Cc1nc(-c2ccc(S(=O)(=O)N3CCN(c4cccc(C)c4C)CC3)cc2)co1
5	-14	0	i	6	1	1	-1	0	-2.1	-0.8	O=C(c1nsnc1-c1ccccc1O)N1CCCCC1
6	-5	-1	i	3	4	21	-5	2	0.3	-0.2	CC(=O)Nc1ccc(S(=O)(=O)Nc2cccc(C(=O)Nc3ccccc3C(=O)O)c2)cc1
7	-7	-3	i	2	-3	-5	8	-42	1.3	-0.2	COCCCNC(=S)NCCNc1nc2cc(C)c(C)cc2cc1C#N
8	-8	-2	i	6	6	0	-2	7	-0.7	-0.2	CCCCOC(=O)c1ccc(NC(=O)c2ccc(F)cc2F)cc1
9	3	5	i	0	0	-2	-1	-10	-1.2	-1.4	Cc1cc(=O)oc2cc(NC(=O)CC3(CC(=O)O)CCCC3)ccc12
10	-9	1	i	-1	-3	-9	7	-42	1.6	-0.1	Cc1ccc(/C=N/n2c(COc3ccccc3)n[nH]c2=S)s1
11	-3	5	i	0	-4	1	5	-8	4.8	0.2	COc1ccc(OCc2nc(C#N)c(N3CCN(c4ccc(OC)cc4)CC3)o2)cc1
12	0	6	i	3	4	-3	6	0	-1.1	-0.5	O=C(CC(Nc1ccc(Cl)cc1)C(=O)O)c1ccccc1 (stereo not drawn)
13	-3	-4	i	-2	-3	2	-4	17	-0.2	-0.7	CCN(CC)C(=O)c1ccccc1NC(=O)c1ccccc1C
14	-4	7	i	-4	0	8	-3	-15	-0.5	-0.9	Cc1ccc(NC(=O)C[n+]2cc(-c3ccc(C)cc3)n3c2CCC3)cc1
15	1	18	+	0	0	-1	5	-6	1.9	-0.6	Cn1c(=O)oc2cc(S(=O)(=O)N3CCN(c4ccc(F)cc4)CC3)ccc21
16	3	-10	i	-1	-4	0	-3	-4	-2.2	0.6	CCCCCCSc1nnc2[nH]c(=O)cc(N)n12
17	6	-1	i	-2	-1	3	7	17	-2.1	0.0	CCn1c(-c2cc(OC)ccc2OC)csc1=Nc1c(C)n(C)n(-c2ccccc2)c1=O
18	-3	-1	i	6	0	-1	3	-13	-0.7	-0.1	Cc1ccc(-n2c(=O)c3sccc3n(CC(=O)NCc3ccco3)c2=O)cc1F
19	-10	1	i	0	-1	4	-8	-4	-1.3	-1.1	O=C(Nc1ccc(S(=O)(=O)N2CCOCC2)cc1)c1ccc2c(c1)OCO2
20	/	1	i	1	9	-1	3	-7	0.0	-0.4	CCC(=O)N1CCC1(C)C(=O)Nc1ccc2c(c1)CCN2C(C)=O (stereo not drawn)
21	0	-3	i	0	3	-1	-4	-2	-0.4	-0.3	O=c1cc[nH]c2ccc(OC(F)(F)F)cc12
22	/	4	i	-3	1	-4	-7	9	0.1	0.0	CC(=O)Nc1cccc(-c2csc(C(C)(O)c3cccc(F)c3)n2)c1 (stereo not drawn)
23	7	-3	i	2	-2	0	13	0	0.6	-0.2	Cc1noc(C)c1CSc1nnc2ccc3ccccc3n12
24	-7	2	i	-1	3	-2	-1	20	-3.3	-0.4	CCc1nnc(NC(=O)[C@@H](NS(=O)(=O)c2ccc3c(c2)OCCO3)C(C)C)s1
25	2	-2	i	-1	-1	1	-6	-6	-0.7	-1.2	Cc1onc(-c2ccccc2Cl)c1C(=O)Nc1ccccc1O

Sorted by molar mass (low to high): three of the compounds above.
entry	Scp-1 inhibitor	CSN deneddyl inh	Rpn11 inh	STEP block	DNMT1 inh	SUMO1-SIM PPI	NadD inh	PABP1 MLLE inh	LMPTP block	TbMetRS inhib	SMILES
10	-9	1	i	-1	-3	-9	7	-42	1.6	-0.1	Cc1ccc(/C=N/n2c(COc3ccccc3)n[nH]c2=S)s1
7	-7	-3	i	2	-3	-5	8	-42	1.3	-0.2	COCCCNC(=S)NCCNc1nc2cc(C)c(C)cc2cc1C#N
4	-9	6	i	2	-6	-2	-7	-20	3.6	-0.3	Cc1nc(-c2ccc(S(=O)(=O)N3CCN(c4cccc(C)c4C)CC3)cc2)co1

Records above that bear a hit mark in Rpn11 inh.
entry	Scp-1 inhibitor	CSN deneddyl inh	Rpn11 inh	STEP block	DNMT1 inh	SUMO1-SIM PPI	NadD inh	PABP1 MLLE inh	LMPTP block	TbMetRS inhib	SMILES
15	1	18	+	0	0	-1	5	-6	1.9	-0.6	Cn1c(=O)oc2cc(S(=O)(=O)N3CCN(c4ccc(F)cc4)CC3)ccc21

Values by screen from above.
Scp-1 inhibitor, entries 2–11, in order: 37, -3, -9, -14, -5, -7, -8, 3, -9, -3

Carrying on:
entry	Scp-1 inhibitor	CSN deneddyl inh	Rpn11 inh	STEP block	DNMT1 inh	SUMO1-SIM PPI	NadD inh	PABP1 MLLE inh	LMPTP block	TbMetRS inhib	SMILES
26	-12	-3	i	2	-15	3	10	-7	2.5	0.2	CN(Cc1ccccc1)C(=O)c1cccc(NC(=O)Cc2ccc(NC(=O)C3CCCN(C(=O)CCc4ccccc4)C3)cc2)c1 (stereo not drawn)
27	-7	0	i	-2	1	-3	-5	4	-2.3	0.5	CC(C)(C)C(=O)N1c2ccccc2CCc2ccccc21
28	-9	3	i	2	1	1	-1	-17	-0.2	-0.4	CC(=O)Nc1ccc(NC(=O)C(C)OC(=O)c2ccc(OCc3c(C)noc3C)cc2)cc1 (stereo not drawn)
29	/	-4	i	1	-1	-2	-7	3	0.3	-0.4	Cc1cccc(NC(=O)NCc2ccc3c(c2)OCO3)c1
30	/	3	i	-3	-3	3	0	-2	-1.3	1.4	C[C@@H]1CN([C@@H](C)CO)C(=O)c2cc(N(C)C)ccc2O[C@@H](C)CCCCO[C@@H]1CN(C)Cc1ccc2c(c1)OCO2
31	-6	-1	i	2	-1	1	0	15	-2.7	-0.2	COc1ccc2[nH]c3c(c2c1)[C@@H]1CCN2C(=O)CCC[C@H](C3)[C@H]12
32	-9	-6	i	1	-6	1	-16	10	0.7	-0.6	O=S(=O)(c1ccccc1)N1CC=C(c2ccccc2)CC1
33	-3	1	i	1	0	-2	-7	-2	-1.4	-0.6	CC1CC(=O)N(CC(=O)NCc2ccco2)c2ccccc2S1 (stereo not drawn)
34	0	2	i	4	-10	2	23	6	5.6	-0.5	O=C(COc1cccc2ccccc12)N/N=C/c1ccccc1OCc1ccc(C(=O)O)cc1
35	-5	3	i	-3	-2	1	3	6	-0.9	-1.2	COc1ccc(NC(=O)C2CCN(S(=O)(=O)c3ccc(C)cc3)CC2)cc1OC
36	3	1	i	-2	-3	-3	4	-8	-0.5	-1.1	O=C1CC(NCCN2CCOCC2)C(=O)N1Cc1ccc(N2CCCC2=O)cc1 (stereo not drawn)
37	-4	-2	i	1	0	1	-3	-8	-1.6	0.2	O=C(c1ccccc1)c1ncc(C(F)(F)F)cc1Cl
38	-5	0	i	0	2	6	-8	11	-1.3	-0.1	CCc1nn(CC(=O)N2CC(C)CC(C)C2)c(=O)c2cccn12 (stereo not drawn)
39	-4	-2	i	1	-1	6	-3	1	0.1	0.0	COc1ccc(CC(=O)NCC2CCCN(Cc3ccc(OC)cc3F)C2)cc1 (stereo not drawn)
40	9	0	i	-1	3	-15	-10	-22	-0.1	-0.4	CC(=O)Nc1ccc(S(=O)(=O)Nc2ccc(F)c([N+](=O)[O-])c2)cc1
41	1	-71	i	5	23	-24	-1	190	5.1	-0.9	CC(=O)Nc1ccc(Nc2c3c4c(cccc4n(C)c2=O)C(=O)c2ccccc2-3)cc1
42	5	1	i	-4	2	1	-2	10	-2.2	-0.4	Cc1ccc(S(=O)(=O)N2CC=C(N)N2)cc1
43	-23	-2	i	2	20	0	5	-15	-3.9	0.6	CCn1c(SCC(=O)Nc2ccc(C(C)=O)cc2)nc2nc3c(cc2c1=O)COC(C)(C)C3
44	-1	-4	i	0	1	-3	1	36	2.9	2.0	CCOC(=O)C=C(C(=O)OCC)C(=O)OCC
45	-8	-8	i	4	4	1	6	4	-1.9	0.5	CC/C(=N\NC(=O)c1c(-c2ccccc2)noc1C)c1ccc(C)o1
46	7	4	i	-3	1	0	1	18	-0.6	0.1	O=C(Cn1nc(-c2ccc(Cl)cc2)c2ccccc2c1=O)NN1CCOCC1
47	-2	-2	i	0	-1	2	5	-3	0.1	-1.1	CC(C)C(NC(=O)c1ccc(Cl)cc1)C(=O)O (stereo not drawn)
